TRAIL sens C8: viability loss with TRAIL in NB7+C8 cells, primary screen, TRAIL sensitizer project, cell-based, ATPlite luminescence; inhibition (viability loss, TRAIL sensitization), % at 10 µM; 360,000 compounds, 1% hits; AID 624354, 2012;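 active = compounds causing at least 50% loss of cell viability in the single-dose screen, relative to plate controls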
KKLEB tox: cytotoxicity in KKLEB CF airway cells, primary screen, cytotoxicity control for CF NF-kB inhibitor project, cell-based, uHTS, fluorescence assay plates; KKLEB CF airway cells viability, ATPlite luminescence, overnight; hits give low values; cells stimulated with P. aeruginosa culture filtrate; activity change (cytotoxicity), % at 5 µM; 360,000 compounds, 0.36% hits; AID 602141, 2011;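 active = corrected activity change at or below -50% at 5 µM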
CF NFkB inh: inhibitors of PAF-induced NF-kB signaling, primary screen, cell-based, GFP fluorescence, uHTS; KKLEB NF-kB-GFP reporter, GFP fluorescence overnight; inhibition, % at 5 µM; 360,000 compounds, 0.86% hits; AID 588850, 2011;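 active = at least 50% inhibition at 5 µM, scaled per plate between neutral and stimulator controls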;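 note: PAF is a Pseudomonas aeruginosa culture filtrate used as stimulus; plate controls were PAF-stimulated DMSO wells for no effect and unstimulated DMSO wells for full effect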
LMP1 NFkB inh: EBV LMP1-driven NF-kappaB luciferase reporter inhibitors, primary screen, cell-based, luminescence, single point; inhibition, % at 12.5 µM; AID 504558, 2011; LMP1-induced NF-kappaB luciferase reporter cells; 350,000 compounds, 0.69% hits; in the data active = inhibition above about 41%;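 note: 0% = neutral control wells and 100% = reference inhibitor control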
NR2F2 inh: NR2F2 transcriptional activity inhibitors, primary screen, cell-based, luciferase reporter, HEK293T, luminescence | COUP transcription factor 2 (Homo sapiens), P24468 | HEK293T NGFI-A luciferase reporter | inhibition, % at 8.6 µM | 370,000 compounds, 0.7% hits | AID 686940, 2013;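 active = inhibition above a per-plate cutoff, mean inhibition of test wells between control levels plus 3 SD, cut at about 38% in these data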;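 note: cells cotransfected with COUP-TFII expression vector driving the NGFI-A reporter; 0% = median of COUP-TF2 test wells and 100% = reporter-only cells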
LRH-1 inv ag: LRH-1 (NR5A2) inverse agonists, primary screen, cell-based, luminescence, HEK293T, StAR-luciferase reporter; Nuclear receptor subfamily 5 group A member 2 (Homo sapiens), O00482; LRH-1 transfected, 24 h; inhibition, % at 3.6 µM; 360,000 compounds, 0.13% hits; AID 602396, 2012;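 active = inhibition above the mean inhibition of all tested compounds plus 3 SD, cut at about 73% in these data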;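 note: 0% = DMSO wells and 100% = reporter-only cells lacking LRH-1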
TWEAK-Fn14 inh: inhibitors of TWEAK-Fn14 signaling, primary screen, luciferase reporter cells, uHTS. TWEAK-stimulated Fn14 reporter cells, luciferase luminescence, 8 h. inhibition, % at 10 µM. 360,000 compounds, 2% hits. AID 1159606, 2016; in the data active = inhibition above about 50%
SRC3 inh: SRC3 coactivator transcriptional activity inhibitors, primary screen, cell-based, luminescence; inhibition, % at 3.6 µM; Nuclear receptor coactivator 3 (Homo sapiens), Q9Y6Q9; AID 588352, 2011; 360,000 compounds, 0.17% hits; HEK293 GAL4-SRC3 luciferase reporter;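 active = inhibition above a per-campaign cutoff, the mean of all compounds plus 3 SD, cut at about 60% in these data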;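 note: 0% = DMSO-treated cells and 100% = gossypol-treated cells at 36 µM; higher means less SRC3-driven luciferase light from the GAL4 reporter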
NCOA1 inh: SRC1 coactivator transcriptional activity inhibitors, primary screen, cell-based, luminescence. HEK293 GAL4-SRC1 luciferase reporter. Nuclear receptor coactivator 1 (Homo sapiens), Q15788. 360,000 compounds, 0.12% hits. inhibition, % at 3.6 µM;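 active = inhibition above the campaign mean plus 3 SD, with each screening campaign given its own cutoff, cut at about 60% in these data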;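 note: 0% = DMSO treated cells and 100% = gossypol at 36 µM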
TROY signal inh: inhibitors of TROY-driven NF-kB signaling, primary screen, Q293 LMP1-TROYcd cells, NF-kB luciferase, uHTS. inhibition, % at 10 µM. 360,000 compounds, 0.98% hits. AID 1347056, 2019. Q293 LMP1-TROYcd NF-kB luciferase reporter, 4 h;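 active = compounds whose plate-normalised and pattern-corrected inhibition of the luciferase reporter signal at the single screening dose is 50% or more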
SRC2 inh: inhibition of GAL4-SRC2 driven luciferase reporter, primary screen, SRC2 inhibitor project, cell-based, luminescence. Nuclear receptor coactivator 2 (Homo sapiens), Q15596. HEK293 GAL4-SRC2 luciferase reporter. inhibition, % at 9 µM. 370,000 compounds, 0.17% hits;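 active = inhibition above the mean inhibition of all tested compounds plus 3 SD, set per campaign, cut at about 52% in these data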;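 note: 0% = DMSO treated cells and 100% = cells given Gossypol at 36 µM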
The depositor's hits bear a star; nt = not tested or not shown. Not a hit list; any-hit rate near 4.2%.

SMILES	TRAIL sens C8	KKLEB tox	CF NFkB inh	LMP1 NFkB inh	NR2F2 inh	LRH-1 inv ag	TWEAK-Fn14 inh	SRC3 inh	NCOA1 inh	TROY signal inh	SRC2 inh
C#CC[N+](CC)(CC)CC#Cc1ccccc1	8	0	-16	nt	7	0	-3	15	-19	-32	5
Cc1[nH]c2ccccc2c1/C=N\NC(=O)c1ccccc1Cl	-14	0	2	-12	-7	14	-10	-10	-4	-4	-18
Cc1nnc(SCc2nc3ccccc3s2)n1-c1ccccc1	-9	3	4	-5	-5	-71	24	-87	-81	22	-75
Cc1cc(C)c(NC(=O)CSc2ccc(-c3ccccn3)nn2)c(C)c1	3	5	-22	2	-5	14	-4	1	5	16	-31
CCN(CC)S(=O)(=O)c1ccc(N=NC2=C(O)CC(C)(C)CC2=O)cc1	15	17	-5	0	-12	-8	-2	-10	-3	-5	14
COc1ccc(-c2nn(-c3ccccc3)cc2/C=C\C(=O)Nc2ccc(C(=O)O)cc2)cc1	-19	6	-31	3	-16	9	29	-45	9	-26	8
C=CCn1c(-c2ccccc2OCC)n[nH]c1=S	0	5	6	-5	-22	12	1	11	2	1	-14
CN(C)C(=O)N1CCCC(C(=O)NCc2cccs2)C1 (stereo not drawn)	-17	0	12	2	0	4	13	4	-2	-11	1
O=S(=O)(NCC(c1ccco1)N1CCc2ccccc2C1)c1ccc(Br)cc1 (stereo not drawn)	-10	3	-11	8	10	-24	9	-15	-106	-24	-12
O=C(COc1ncnc2ccccc12)NC(=O)NCc1ccccc1	-1	12	6	-7	11	5	0	-2	5	-6	-33
CC1=CC(C)(C)Nc2cc(C)c(C)cc21	-13	0	9	-1	-5	3	8	13	10	7	-2
Cc1ccc(Oc2ccc(Cl)cc2N)cc1	0	7	-39	-13	-16	-11	-18	-24	-28	-23	-43
COc1ccccc1Cc1c(-c2ccc(C)cc2)nc2ccc(Br)cn12	0	-20	4	nt	-27	-79	11	-135	-76	-31	-75
COc1cc(C(=O)NCC(c2ccco2)N(C)C)cc(OC)c1OC (stereo not drawn)	-4	-18	-6	6	-11	-1	-15	5	-19	1	5
COc1ccc(OCC(=O)N/N=C/C(C)=C/c2ccco2)c(Br)c1	6	-4	2	5	13	-23	-7	-33	-14	-20	-4
CCNC(=O)NNC(=O)C1CC(c2cccs2)=NO1 (stereo not drawn)	-7	-4	-7	-3	6	20	0	8	12	-18	-16
Cc1ccc(NC(=O)NCCCc2ccccc2)cc1	18	13	-18	-18	-27	-38	-32	-9	-37	-32	3
COc1ccc(C)cc1NC(=O)c1cnc2n(c1=O)CCS2	9	11	-21	-10	-8	-24	-6	-9	-18	-45	-9
CC(Sc1nc2ccccc2c(=O)n1CCc1ccc(S(N)(=O)=O)cc1)C(=O)NC(N)=O (stereo not drawn)	18	3	10	-3	0	-2	10	6	6	-2	-20
CCc1cc(=O)oc2cc(C)cc(OCC(=O)NC(Cc3ccc(Cl)cc3)C(=O)O)c12 (stereo not drawn)	7	-23	6	-21	0	-9	1	10	-5	-1	-9
Cc1ccc(S(=O)(=O)N2CCOCC2)cc1C(=O)NCCN1C(=O)S/C(=C\c2ccccc2Cl)C1=O	-2	-1	-10	0	5	23	-1	19	-15	3	-7
CCn1c(C)cc2c(c1=O)C(c1ccccc1)C(C(=O)OC)=C(N)O2 (stereo not drawn)	-15	-3	-1	-4	-22	-4	-3	11	10	16	-13
CCC(=O)Nc1cccc(NC(=O)c2ccc(Br)cc2)c1	1	0	4	-5	-1	-3	-4	-23	-18	-50	-54
CCOC(=O)c1oc2cc(C)cc(C)c2c1C	-6	8	-1	0	9	-7	-18	28	5	-31	-21
COc1ccc(OC)c(CNS(=O)(=O)c2cc(-c3cc(C)no3)ccc2OC)c1	-23	8	8	12	-7	11	-7	-11	-13	5	18
CCCCNC(=O)CSc1nnc(-c2ccco2)n1C	0	-2	3	5	8	-21	-3	0	-1	-2	9
O=C(c1ccc(Cn2cc(Br)cn2)o1)N1N=C(C(F)F)CC1(O)C(F)F (stereo not drawn)	9	4	-7	2	nt	-5	-2	0	10	-12	nt
O=C(N/N=C/c1ccc2c(c1)OCO2)c1cccc2ccccc12	27	-4	6	6	-12	-20	3	-5	-18	-27	-8
CC1=C(C(=O)Nc2ccccn2)C(c2ccc(F)cc2)n2ncnc2N1 (stereo not drawn)	-5	-3	-8	-1	-14	-79	4	-10	1	-71	-23
CC(=O)c1ccc(OCC(=O)Nc2cccc(S(=O)(=O)N3CCCC3)c2)cc1	7	-28	14	7	43*	10	20	30	4	1	21
CC(=O)c1cccc(NC(=O)/C(=C\c2ccco2)NC(=O)c2ccco2)c1	3	10	-15	4	-3	18	3	19	11	-21	4
CC1(C)SC(=S)N(NC(=O)Nc2ccccc2)C1N(O)C(=O)Nc1ccccc1 (stereo not drawn)	-7	-21	-1	2	-1	12	4	-2	-9	-14	-25
O=C(Cn1c(=O)oc2ccccc21)Nc1ccccc1C(F)(F)F	-10	-8	-2	3	11	11	14	-5	-6	22	18
Cc1ccc(Cl)cc1N1CCN(C(=O)C(=O)N2CCCCC2)CC1	-1	1	8	-4	2	6	0	6	-16	-5	-19
CCOC(=O)C1CCN(c2cc(C)nc3cc(-c4cccc(F)c4)nn23)CC1	7	0	1	24	4	21	14	2	-23	32	9
O=C(c1ccccc1)C1(c2ccccc2)OC1c1ccccc1 (stereo not drawn)	3	4	-16	-8	15	7	-1	11	9	-2	-9
C/C(=N\OCC(=O)OCC(=O)NC(=O)c1ccccc1)c1ccc2c(c1)OCO2	-1	4	4	-4	-4	-3	11	-8	-3	-1	-26
CCN(C(=O)CN1C(=O)S/C(=C\c2ccc(Cl)cc2)C1=O)C1CCS(=O)(=O)C1 (stereo not drawn)	-29	11	16	1	-6	12	-11	0	-5	-19	21
Cc1cn(S(=O)(=O)c2cc(Br)ccc2Br)cn1	-3	-14	16	1	0	2	7	20	-2	11	-21
COC(=O)c1ccc(COc2ccc(-c3nnn(CC(N)=O)n3)cc2)cc1	-4	-8	4	-9	-12	-6	-5	-3	-12	-1	6

The final two compounds of the section before come first, to join the parts:
SMILES	TRAIL sens C8	KKLEB tox	CF NFkB inh	LMP1 NFkB inh	NR2F2 inh	LRH-1 inv ag	TWEAK-Fn14 inh	SRC3 inh	NCOA1 inh	TROY signal inh	SRC2 inh
Cc1cn(S(=O)(=O)c2cc(Br)ccc2Br)cn1	-3	-14	16	1	0	2	7	20	-2	11	-21
COC(=O)c1ccc(COc2ccc(-c3nnn(CC(N)=O)n3)cc2)cc1	-4	-8	4	-9	-12	-6	-5	-3	-12	-1	6
O=C(NNS(=O)(=O)c1ccccc1)c1cc2cc3ccccc3nc2s1	-3	-1	-16	-7	-7	-40	10	1	-1	4	-19
CCOc1ccccc1N(CC(=O)NCC1CCCO1)C(=O)CCC(=O)Nc1ccccn1 (stereo not drawn)	-13	2	-11	1	0	18	7	-10	11	-9	9
O=C(Nc1ccc(NC(=O)c2ccc(Cl)cc2Cl)cc1)c1ccc2c(c1)OCO2	-29	-4	14	-14	-1	-3	-19	-3	-3	2	-21
CCOC(=O)c1[nH]cnc1N=Nc1c(O)ccc2ccccc12	40	-7	-33	47*	-8	5	13	5	17	-25	-4
N#CCC(=O)N/N=C1\CCCCC1C1CCCCC1 (stereo not drawn)	-2	2	-9	-3	4	-6	9	20	-19	-1	8
CC(=O)N1c2ccc(S(=O)(=O)N3CCC(C(=O)Nc4cc(C)ccn4)CC3)cc2CC1C (stereo not drawn)	-4	-21	8	0	16	3	10	8	11	8	-3
CCn1c(/C=C\c2ccccc2C)nc2ccccc2c1=O	3	-2	1	-12	2	-3	-4	-22	1	-19	-11
CC(C)NC(=O)NC(=O)COC(=O)/C=C/c1ccccc1[N+](=O)[O-]	4	4	-30	-10	-24	4	-1	6	-6	2	10
O=[N+]([O-])c1ccccc1/C=C/CN1CCCC(CO)C1 (stereo not drawn)	5	-4	2	7	6	19	0	2	-7	-6	-11
COc1ccc(COC(=O)c2cc(S(=O)(=O)N3CCCCC3)ccc2N2CCOCC2)cc1	-2	8	-5	6	-3	-5	-1	2	8	16	12
Cc1ccc(-c2ccc(=O)n(Cc3ccc(F)cc3Cl)n2)cc1	-14	0	19	13	22	-4	-12	-3	2	5	5
CCCCSCCCNC(=O)c1ccc2c(c1)N(CC)C(=O)c1ccccc1S2=O (stereo not drawn)	7	-30	9	4	4	3	19	0	0	22	-1
CC1(C(=O)Nc2cnc3ccccc3c2)CCN1C(=O)CCc1ccccc1 (stereo not drawn)	4	-9	20	nt	17	1	5	-1	6	9	-31
CC(C)CCN1CCN(Cc2ccoc2)CC1CCO (stereo not drawn)	8	8	21	-2	3	-1	15	18	11	13	-12
Cc1ccc(-n2cc(CN3CCNC(=O)CC3)c(-c3ccc(F)cc3)n2)cc1	-10	-8	8	-1	-6	-26	-2	14	0	8	-9
CC1CN(C(=S)Nc2ccccc2)N(c2ccccc2)C1 (stereo not drawn)	-10	4	8	-53	-5	9	-16	-25	7	-7	-7
O=C(O)c1ccc(S(=O)(=O)c2ccc3c(c2)C(=O)N(NC(=O)c2cccnc2)C3=O)cc1	-7	-3	8	-7	-22	-8	-5	0	-10	-10	-6
Cc1nn(-c2ccccc2)c(C)c1NC(=O)COc1ccc(F)cc1Cl	4	5	-15	-1	12	-13	0	19	10	17	-4
O=C(CSC1=NNC(c2ccccn2)S1)Nc1ccc(C(F)(F)F)cc1 (stereo not drawn)	16	-2	23	-4	-10	-34	42	-8	-16	33	-16
COc1ccccc1C(=O)Nc1nc2ccccc2s1	91*	-95*	-20	85*	91*	66	104*	74*	71*	85*	86*
O=C(CSc1ncccn1)NC(=O)NCc1ccco1	0	4	8	-2	19	14	-8	16	-3	6	4
CCN(CC(=O)NCc1ccc(Cl)cc1)C(=O)CSCC(=O)Nc1ccc(C)cc1	-19	-4	-11	1	3	13	0	-31	-10	-11	-48
CC1(C(=O)OCC(=O)NC(=O)NCc2ccccc2)CC1(Cl)Cl (stereo not drawn)	8	0	3	-13	10	2	8	3	12	-2	-14
Cc1ccc2c(c1)nnn2C1CCN(C(=O)Nc2ccccc2C)CC1	4	-6	12	-4	26	-10	-8	-2	-12	-1	-24

Bioassay records deposited in PubChem BioAssay by several laboratories.
